NPSR antagonist: blocks cAMP signaling of the human neuropeptide S receptor | Q6W5P4 | CHO-NPSR cells, cAMP TR-FRET, antagonist mode | Potency, µM (highest dose often 38.3 µM), without a hit: at the top dose activity change, negative = inhibition, most hits filed as inhibitors | 220,000 compounds, 1% hits | AID 1461; note: % is set by controls: 0 for no effect and ±100 for the full control effect; nearly all actives have a fitted effect of over 50% in size; many of its hits are not listed in these tables
Target sequence (Q6W5P4 whole entry, looked up): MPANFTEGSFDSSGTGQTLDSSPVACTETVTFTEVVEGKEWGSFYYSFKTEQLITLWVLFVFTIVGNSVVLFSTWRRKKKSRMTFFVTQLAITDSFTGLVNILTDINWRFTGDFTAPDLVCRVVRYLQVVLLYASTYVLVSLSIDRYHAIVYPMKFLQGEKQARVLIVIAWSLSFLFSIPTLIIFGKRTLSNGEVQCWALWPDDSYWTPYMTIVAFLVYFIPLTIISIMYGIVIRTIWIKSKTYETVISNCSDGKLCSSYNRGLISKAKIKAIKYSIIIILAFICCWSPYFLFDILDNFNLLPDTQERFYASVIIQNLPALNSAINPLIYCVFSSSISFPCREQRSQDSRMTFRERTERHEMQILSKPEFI
Tau fluor cs: counter-screen for tau fibril formation inhibitors | tau K18 P301L Alexa594 fluorescence, heparin fibrillization | Potency, µM (series often up to 57.7 µM), without a hit: top-dose activity change, negative = decrease | 280,000 compounds, 0.93% hits; note: % is set by controls: 0 for no effect and ±100 for the full control effect; nearly all actives have a fitted effect of over 55% in size
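Human tau K18 P301L (15 uM unlabeled, 0.24 uM Alexa 594-labeled) in 100 mM sodium acetate pH 7 with 20 uM heparin, 6 hr at 37 C. ThT 30 uM added, 1 hr ambient; Alexa 594 FP and total fluorescence read at 555/632 nm.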
GLA spleen mod: alpha-galactosidase A (human) modulation; P06280; human spleen homogenate, 4MU-alpha-Gal fluorescence, 40 min; Potency, µM (highest dose often 80 µM), for the others: at the top dose activity change, negative = inhibition, hits mostly inhibitors; 240,000 compounds, 0.008% hits;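 note: 0% = enzyme with vehicle and -100% = no enzyme basal signal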
Target sequence (P06280 32-429 limits assumed): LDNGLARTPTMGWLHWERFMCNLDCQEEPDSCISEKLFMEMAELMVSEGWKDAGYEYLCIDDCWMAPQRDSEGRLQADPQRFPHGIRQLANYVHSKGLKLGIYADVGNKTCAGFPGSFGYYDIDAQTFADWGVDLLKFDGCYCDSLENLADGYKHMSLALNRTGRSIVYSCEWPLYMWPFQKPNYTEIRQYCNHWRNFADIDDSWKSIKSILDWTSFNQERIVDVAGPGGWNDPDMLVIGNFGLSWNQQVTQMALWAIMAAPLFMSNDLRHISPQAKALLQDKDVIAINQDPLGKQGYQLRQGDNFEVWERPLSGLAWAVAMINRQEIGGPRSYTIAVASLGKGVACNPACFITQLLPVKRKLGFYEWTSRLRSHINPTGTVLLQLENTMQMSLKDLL
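Human spleen homogenate (1 ug) as enzyme source, 4-methylumbelliferyl-alpha-D-galactopyranoside 1 mM final, citrate/phosphate pH 5.0 with 0.01% Tween-20. Compounds 40 min at 37C, NaOH/glycine stop; fluorescence Ex 365/Em 440, Hill-fit AC50.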
Epigenetic derep: derepresses silenced GFP reporter in murine cells. 280,000 compounds, 0.2% hits. Potency, µM (top dose mostly 53.9 µM), for inactives: at the highest dose GFP activation, usual class: activators. murine LDR cells, GFP reporter derepression, 30 h; note: % of control where 0% means no effect; nearly all actives have a fitted effect of over 60% in size
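Derepression of a silenced CMV-GFP reporter in murine LDR cells is scored by enumerating GFP-positive cells with a laser-scanning microplate cytometer after 30 hours of treatment at 37 C.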
GAA spleen mod: inhibitors or activators of human alpha-glucosidase in spleen homogenate. P10253. 240,000 compounds, 0.006% hits. AID 2112. Potency, µM (doses to about 79.9 µM), inactives show top-dose activity change, negative = inhibition, hits mostly inhibitors. human spleen homogenate, 4-MU-alpha-glucoside fluorescence;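 note: 0% = enzyme with vehicle and -100% = no enzyme basal signal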
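Human spleen homogenate (1 ug) with 4-methylumbelliferyl-alpha-D-glucopyranoside (1 mM final) in 50 mM citrate/phosphate pH 5.0, 0.01% Tween-20; 40 min at 37 C. Stopped at pH 10; 4-MU fluorescence Ex 365/Em 440 nm; AC50 by Hill fit.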
GAA glycogen mod: alters human alpha-glucosidase cleavage of glycogen; P10253; recombinant GAA, glycogen substrate, Amplex Red glucose oxidase fluorescence; Potency, µM (top dose mostly 76.4 µM), for the others: at the top dose activity change, negative = inhibition, actives largely listed as inhibitors; 300,000 compounds, 0.38% hits; AID 2100;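 note: 0% = full enzyme reaction and -100% = no-enzyme basal signal; the screen sought inhibitors and activators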
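Recombinant enzyme (4 nM final) with compounds titrated up to 77 uM and bovine liver glycogen (30 ug) in citrate pH 5.0, 0.01% Tween-20, 37 C 40 min. Released glucose detected by Amplex Red/glucose oxidase (Ex 573/Em 610); AC50 from Hill fits.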
GAA inhib: inhibitors of human lysosomal alpha-glucosidase; AID 1466; purified human GAA, 4-MU-alpha-glucoside fluorescence; 200,000 compounds, 0.005% hits; Potency, µM (highest dose often 76.9 µM), inactives show at the highest dose activity change, negative = inhibition, actives largely listed as inhibitors; P10253;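 note: plate controls were uninhibited enzyme wells for no effect and no-enzyme background for full effect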
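Endpoint fluorogenic read: 20 min room-temperature reaction of 4 nM human alpha-glucosidase with 400 uM 4-methylumbelliferyl-alpha-D-pyranoside, pH 5.0, quenched with 1M NaOH/1M glycine pH 10. AC50 from Hill modeling.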
ALDH1A1 block: inhibitors of human aldehyde dehydrogenase 1A1. P00352. Purified ALDH1A1, NADH fluorescence, propionaldehyde substrate. Potency, µM (doses to about 75.3 µM), inactives show at the top dose activity, negative = inhibition, hits mostly inhibitors. 220,000 compounds, 7.3% hits. AID 1030; active = well fitted inhibition curve with a large enough effect, not every such curve was filed as active; inconclusive = small, poorly fitted or top-dose-only effect, or another doubt; inactive = no such curve, though single readings can be large or run the other way;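 note: plate controls were no enzyme wells and a reference inhibitor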
Starred values were filed as active, the others as inactive; ? = inconclusive; . = not tested or not shown; [ ] = remark or other dose. Unless noted, calls come from the whole dose curve; as a rule, active = well fitted curve in the direction sought with a large enough effect; inconclusive = small, poorly fitted or top-dose-only effect, or another doubt; inactive = no such curve, though single readings can be large; an effect the other way counts as inactive or inconclusive. Potency is the fitted concentration of half-maximal effect.

# | Structure | NPSR antagonist | Tau fluor cs | GLA spleen mod | Epigenetic derep | GAA spleen mod | GAA glycogen mod | GAA inhib | ALDH1A1 block
1 | OC(CNCCC(c1ccccc1)c1ccccc1)COc1ccccc1 (stereo unspecified) | -35.4% | -10.0% | 0.2% | 8.6% | -28.0% | 2.3% | -9.2% | -0.5%
2 | CC(C)c1cccc2c([Si](C)(C)C)c3c(nc12)-c1cccc(=O)n1C3 | . | -28.9% | ? | 2.0% | 10.2% | . | . | ?
3 | COc1ccc(NC(C)=O)cc1NC(=O)CSc1nnc(-c2cccnc2)n1C | 3.8%[46.1 µM] | 1.8% | -3.2% | 1.0% | -9.4% | 8.9% | -0.5% | 9.7%
4 | CCc1nnc(NC(=O)CCC(=O)N2CCN(CCc3ccccc3)CC2)s1 | ? | -0.5% | 4.6% | -2.4% | 3.2% | 4.8% | -0.1% | 0.2%
5 | O=C(O)c1cccc(NN=C2c3ccccc3-c3ccccc32)c1 | -2.4% | ? | 0.8% | -3.4% | 2.7% | -9.4% | -2.0% | -0.9%
6 | COc1ccc(N2CCN(c3nc(NCCc4ccc(OC)c(OC)c4)nc(OC)n3)CC2)cc1 | ? | ? | -0.5% | -0.7% | -3.3% | -22.9% | ? | -3.2%
7 | CCOc1ccc(N(Cc2ccccc2F)C2=NC3CS(=O)(=O)CC3S2)cc1 (stereo unspecified) | -17.3% | -16.0% | 6.4% | 1.3% | . | -9.0% | -11.3% | 3.9%
8 | Cc1ccc(NC(=S)NCCc2ccc(S(N)(=O)=O)cc2)cc1C | 0.7%[46.1 µM] | -9.3% | -3.8% | 0.1% | -6.6% | -6.9% | 7.0% | ?
9 | CCn1c(SCC(=O)Nc2ccc3c(c2)OCO3)nnc1-c1cnccn1 | 15.6%[46.1 µM] | -6.5% | -5.5% | -0.8% | 3.8% | -3.1% | 0.5% | 3.1%
10 | CN(/N=C/c1ccc([N+](=O)[O-])o1)c1ccccc1 | -4.3% | ? | -0.7% | 0.0% | -1.6% | -4.3% | 2.0% | -0.5%
11 | CCCCOc1cccc(C(=O)NC(=S)Nc2cccc(C(F)(F)F)c2)c1 | -33.1% | -18.3% | 5.7% | 1.5% | -1.2% | -6.4% | -9.2% | 8.91µM*
12 | O=C(O)c1ccc(NC(=S)NC(NC(=O)c2ccco2)C(Cl)(Cl)Cl)cc1 (stereo unspecified) | -20.6%[46.1 µM] | -10.5% | 5.0% | -0.3% | 0.2% | 12.4% | -7.6% | 39.8µM*
13 | COc1ccc(S(=O)(=O)N(C)CC(=O)Nc2cccc(C(C)=O)c2)cc1C | -27.6%[46.1 µM] | -4.6% | -3.9% | 0.7% | -6.1% | 2.6% | -0.4% | -4.7%
14 | Cc1ccc(NC(=O)CSc2nnc(-c3cccnc3)n2CCN2CCCCC2)cc1 | 11.5% | -0.1% | -7.3% | -5.3% | -0.7% | 3.5% | 0.7% | 1.8%
15 | CC(C)(C)NC(=O)CN(C(=O)CS(=O)CC(=O)Nc1ccc(F)cc1)c1cccc(F)c1 (stereo unspecified) | -2.9% | -8.8% | 2.4% | 0.0% | 5.7% | 1.0% | 12.4% | -6.5%
16 | Cc1cc(C)n2nc(CC(=O)NC3CCCC(C)C3C)nc2n1 (stereo unspecified) | -3.7%[46.1 µM] | -9.5% | -19.5% | 0.0% | -2.6% | 7.5% | -1.8% | 3.3%
17 | COc1ccccc1-c1c(C#N)c(N)nc2c1CCc1ccccc1-2 | -44.3% | -2.7% | 14.2% | 0.0% | 1.9% | -9.5% | 9.1% | 5.1%
18 | O=C(NCc1cn(-c2ccccc2)nc1-c1ccccc1)c1ccc([N+](=O)[O-])cc1 | -12.1% | ? | 4.2% | 0.0% | -4.3% | -3.2% | ? | 8.7%
19 | CN(c1ccccc1)S(=O)(=O)c1cccc(NC(=O)Cc2c(F)cccc2Cl)c1 | -26.9% | ? | 6.8% | -3.0% | 2.6% | -10.8% | -8.1% | -1.6%
20 | O=C(Cc1cccc2ccccc12)N/N=C/c1ccncc1 | 13.4% | -6.9% | -2.2% | 0.2% | -4.9% | -7.6% | 11.3% | 6.4%
21 | Cc1cc2c3c(c1C)C1(C(=O)N3C(C)(C)CC2C)C(C#N)=C(N)Oc2n[nH]c(C)c21 (stereo unspecified) | -17.1%[46.1 µM] | -2.5% | -2.5% | 3.2% | -0.7% | 0.6% | -4.1% | -2.5%
22 | Cc1ccccc1Cn1ccc(-c2ccc3c(c2)OCO3)n1 | -13.6%[46.1 µM] | -17.0% | -7.1% | -1.9% | -1.6% | -2.4% | 1.7% | -7.0%
23 | O=[N+]([O-])c1ccc(N2CCN(C(=S)Nc3ccccc3)CC2)cc1 | 15.0% | -2.5% | -0.5% | -0.1% | 1.6% | 10.9% | 0.2% | 1.41µM*
24 | COc1ccc(NC(=O)CCNC(=O)Cn2cnc3ccccc3c2=O)c(OC)c1 | -6.5%[46.1 µM] | -7.2% | -1.2% | -0.9% | -3.1% | 0.1% | 2.1% | 13.5%

Structures from the list above containing a cyano group (2):
# | Structure | NPSR antagonist | Tau fluor cs | GLA spleen mod | Epigenetic derep | GAA spleen mod | GAA glycogen mod | GAA inhib | ALDH1A1 block
17 | COc1ccccc1-c1c(C#N)c(N)nc2c1CCc1ccccc1-2 | -44.3% | -2.7% | 14.2% | 0.0% | 1.9% | -9.5% | 9.1% | 5.1%
21 | Cc1cc2c3c(c1C)C1(C(=O)N3C(C)(C)CC2C)C(C#N)=C(N)Oc2n[nH]c(C)c21 (stereo unspecified) | -17.1%[46.1 µM] | -2.5% | -2.5% | 3.2% | -0.7% | 0.6% | -4.1% | -2.5%

Further records follow:
# | Structure | NPSR antagonist | Tau fluor cs | GLA spleen mod | Epigenetic derep | GAA spleen mod | GAA glycogen mod | GAA inhib | ALDH1A1 block
25 | O=C(Nc1ccc(N2CCOCC2)cc1)c1ccc(Cl)nc1 | -12.1%[46.1 µM] | -20.1% | 1.4% | 1.5% | 3.8% | 5.8% | -6.8% | 13.3%
26 | N/C(=N\OC(=O)Cc1ccccc1[N+](=O)[O-])c1ccncc1 | 11.0% | 4.3% | -5.7% | 0.8% | -1.1% | 6.2% | 5.4% | -3.9%
27 | CSc1ccc(CCNC(=O)c2cc(C)nn2-c2ccccc2)cc1 | -3.5% | -7.5% | -0.1% | -1.3% | -6.3% | 5.0% | . | .
28 | NNC(=O)C(=O)/C=C1\NC2(CCCC2)Cc2ccccc21 | -5.6% | 3.8% | -7.4% | 0.2% | -2.9% | -24.5% | . | .
29 | O=C(COC(=O)c1ccccc1Nc1ccccc1)NCc1ccccc1 | -4.1%[46.1 µM] | -20.5% | -0.6% | -0.9% | -1.7% | -5.4% | -7.2% | ?
30 | CCOC(=O)C1=C(c2ccccc2)NC(=O)NC1c1ccc(OC)cc1 (stereo unspecified) | 1.9% | 2.7% | 0.2% | -0.2% | -0.7% | 3.1% | 5.7% | -13.7%
31 | O=c1nc2s/c(=C\c3ccc(-c4ccccc4[N+](=O)[O-])o3)c(=O)n2nc1-c1ccccc1 | -9.9% | ? | 5.8% | 1.9% | 0.1% | 9.4% | -4.5% | ?
32 | NS(=O)(=O)c1ccc(NC(=O)Cn2ncc3c2-c2ccccc2OC3)cc1 | 2.6%[46.1 µM] | -8.0% | 1.1% | 14.3% | 8.2% | -0.2% | 0.9% | 5.5%
33 | CC(=O)NC(=S)Nc1cccc2c(C)cc(C)nc12 | -18.0% | -4.1% | 2.3% | -1.5% | -0.6% | 11.8% | 7.6% | ?
34 | COc1ccc(C(=O)CC2OC(=O)c3c2ccc(OC)c3OC)cc1 (stereo unspecified) | 2.2%[46.1 µM] | -10.1% | -3.4% | 1.8% | -7.5% | -1.2% | -7.1% | ?
35 | Cc1cccc(C(C)Nc2ccc([N+](=O)[O-])cn2)c1 (stereo unspecified) | -24.3%[46.1 µM] | -9.1% | 12.1% | -0.2% | 13.8% | -11.0% | 5.1% | ?
36 | Cc1ccccc1-c1nnc2c3ccccc3c(C)nn12 | -7.3% | 1.9% | -1.4% | -1.0% | 6.3% | 1.9% | -3.2% | -3.3%
37 | O=C(CN1CCCCC1)NCCNC(=O)CN1CCCCC1 | -6.2%[46.1 µM] | 1.1% | -11.9% | 3.7% | -8.1% | 4.5% | -0.5% | 16.7%
38 | Cc1cnn(CCC(=O)NNC(=S)Nc2ccc(F)cc2)c1 | 4.3%[46.1 µM] | -5.5% | 5.1% | 0.8% | -7.7% | ? | 3.0% | 4.7%
39 | CC12C=C(/C=C/c3ccc(Br)cc3)C(C)(C1)C(c1ccc(Br)cc1)CC2=O (stereo unspecified) | . | -2.5%[11.6 µM] | -4.4%[17.5 µM] | 0.8%[10.1 µM] | 5.0%[17.4 µM] | . | . | 2.8%[13.5 µM]
40 | CC(=O)C1C(c2ccc([N+](=O)[O-])cc2)c2c(noc2C)CC1(C)O (stereo unspecified) | 8.8% | 4.5% | -10.3% | 0.8% | -0.7% | 1.1% | . | .
41 | O=C(Oc1ccccc1[N+](=O)[O-])c1cccnc1 | 3.9%[46.1 µM] | -5.4% | 2.5% | -1.2% | 3.1% | 1.4% | -2.4% | 0.8%
42 | CC1(C)Oc2ccc(C(=O)N3CCCC3)cc2N(CC(=O)NCc2ccccc2)C1=O | -2.1%[46.1 µM] | -0.4% | -1.4% | -1.6% | 0.7% | 1.2% | ? | -0.1%
43 | COc1ccc(NC(=O)NCCc2ccc(Cl)cc2)cc1OC | -9.3% | 3.1% | 14.5% | -0.2% | 6.2% | 0.6% | . | 7.9%
44 | CC(NS(=O)(=O)c1ccc(Br)cc1)C(c1cccs1)N1CCN(C)CC1 (stereo unspecified) | -2.9%[46.1 µM] | 1.7% | -2.4% | -0.8% | -6.1% | 4.7% | -2.2% | -16.4%
45 | Cc1cccc(C)c1NC(=O)CSc1nnc(NC(=O)c2ccccc2C(=O)O)s1 | 20.5% | -4.9% | -1.0% | 1.2% | -2.5% | -1.8% | . | .
46 | Cc1ccc2nc(NC(=O)CSc3nncc(=O)n3N)sc2c1 | 7.1% | -8.0% | 5.9% | -1.1% | -13.3% | -3.1% | 0.8% | -9.3%
47 | COc1ccc(-c2nc3ccc([N+](=O)[O-])cc3o2)cc1 | 13.4% | 6.1% | 4.3% | -1.3% | 5.7% | -4.8% | 1.1% | 5.4%

High-throughput results: PubChem, National Center for Advancing Translational Sciences (NCATS)

An excerpt; the hit share may differ from the screen's.
